INS promoter inh – inhibitors of insulin promoter-driven GFP, primary screen, imaging, TRM-6 cells (human fetal islet line), eGFP reporter, cell count; reporter expression induced with tamoxifen; inhibition, % at 2 µM; hit rate 0.9% among 130,000; AID 1273, 2008;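 active means inhibition above the mean plus 3 SD, with well images judged a real hit on visual review, cut at about 60% in these data, passing the limit was not always enough; inconclusive means inhibition over the cutoff but images rejected on review; inactive means inhibition not above the cutoff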
sdo1 growth – growth rescue of sdo1-depleted yeast, primary screen, S. cerevisiae, bone marrow failure model | S. cerevisiae sdo1-depleted JHY4D growth rescue, OD600 30 h; hits give high values; pdr5 snq2 efflux-pump mutant strain | z-score at 10 µM | hit rate 0.21% among 140,000 | AID 817, 2007;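 active means z-score above 3 at both the 24 hr and the 30 hr optical density reads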;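 further: z-score against mean and SD of all compound wells on the same plate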
sdo1 growth Rescue 24 h – further read-out of sdo1 growth, marked with its call; z-score; S. cerevisiae sdo1-depleted JHY4D growth rescue, OD600; measured here: growth rescue at 24 h;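 0 is the plate mean of compound wells and units are plate SD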
Numbers without * were called inactive; i = inactive; u = inconclusive; x = not tested or not shown; [ ] = dose if it differs, or a comment. These rows are one share of the data; rates above refer to the full screens.

no.	molecule	sdo1 growth Rescue 24 h	sdo1 growth	INS promoter inh
1	CCOC(=O)C1C(=O)NC(SCC(=O)OC)=C(C#N)C1c1ccccc1OCC (configuration not stated)	-0.22	-0.06	-373.3
2	Cc1ccc(C(=O)NNC(=O)C2CCCN(c3ncccn3)C2)cc1 (configuration not stated)	-0.49	0.49	21.4
3	Cc1ccc(C(C(=O)NC2CCCC2)N(C(=O)Cc2cccs2)c2cccc(C)c2C)o1 (configuration not stated)	0.34	-0.68	-7.7
4	CCN(CC)C(=O)CSc1nc2c(sc(=S)n2CC)c(=O)n1-c1ccccc1	-1.2	-2.38	-46.5
5	CC1Cc2ccccc2N1C(=O)CN1C(=O)NC(C)(c2ccc3c(c2)OCCO3)C1=O (configuration not stated)	0.49	0.61	-54.5
6	O=C(Nc1ccccc1F)c1ccc(Cn2cc(Cl)cn2)cc1	x	x	-4.8
7	CN(C)c1cccc(C(=O)OCC(=O)Nc2nccs2)c1	0.29	1.38	37.2
8	C=CCOc1ccc(CNn2cn[nH]c2=S)cc1OCC	0.45	0.43	0.0
9	CN(C)C(CN1C(=O)C2CC=CCC2C1=O)c1cn(C)c2ccccc12 (configuration not stated)	-0.31	0.17	33.3
10	CN1CCCC(OC(=O)CCCCC(=O)OC2CCCN(C)C2)C1 (configuration not stated)	0.86	1.41	-28.6

Some of these compounds in order of SMILES length, falling:
no.	molecule	sdo1 growth Rescue 24 h	sdo1 growth	INS promoter inh
9	CN(C)C(CN1C(=O)C2CC=CCC2C1=O)c1cn(C)c2ccccc12 (configuration not stated)	-0.31	0.17	33.3
10	CN1CCCC(OC(=O)CCCCC(=O)OC2CCCN(C)C2)C1 (configuration not stated)	0.86	1.41	-28.6
8	C=CCOc1ccc(CNn2cn[nH]c2=S)cc1OCC	0.45	0.43	0.0

(next part)
no.	molecule	sdo1 growth Rescue 24 h	sdo1 growth	INS promoter inh
11	CNC(=O)CSc1nnnn1-c1ccc2c(c1)OCCO2	-0.05	0.58	-8.6
12	O=C(CN1C(=O)COc2ccccc21)c1ccc(Cl)cc1	0.11	-0.16	-3.0
13	Cc1cccc2cc(CN(Cc3cccnc3)C(=O)c3ccccc3F)c(Cl)nc12	-1.25	-1.5	-22.6
14	Cc1cccc(NC(=O)CO/N=C/c2ccc3c(c2)OCO3)c1	0.01	0.29	x
15	CCn1c(SCC(=O)Nc2ccc(NC(=O)c3cccs3)cc2)nnc1-c1cccnc1	-0.08	-0.02	x
16	COc1ccc(NC(=O)COc2ccc(/C=N/n3c(C)nnc3C)cc2OC)cc1	-0.72	-0.06	8.7
17	CCOc1ccc(NS(=O)(=O)c2ccc(NC(=O)C3CCCO3)cc2)cc1 (configuration not stated)	0.09	0.19	13.5
18	CC1(C)CC2CC(C)(CN2C(=O)COC(=O)CNC(=O)c2ccc(Cl)c(Cl)c2)C1 (configuration not stated)	-0.02	-0.1	x
19	Cc1ccc(NC(=S)N(CCN(C)C)C(C)c2ccco2)cc1C (configuration not stated)	-1.03	-0.15	-5.3
20	CCOc1ccc(CC(=O)N2CCN(c3ccc(N4CCOCC4)nn3)CC2)cc1OCC	1.92	1.76	x
21	Cc1ccc(-c2nnc(SCC(=O)NNC(=O)COc3cccc(C)c3)n2C)cc1	0.57	1.12	8.3
22	COCCCNC(=O)Cn1nc(-c2ccc(C)cc2)ccc1=O	1.49	0.81	40.6
23	CC(=O)Nc1nonc1-c1nc2ccccc2n1Cc1nnc(C)o1	1.13	0.46	-31.2
24	CCOc1nc(SCCOc2ccc(C)cc2)nc(N(C)C)n1	0.1	-0.51	16.1
25	Cc1nc(SCC(=O)OCc2ccccc2)c2c(=O)n(C)c(=O)n(C)c2n1	-0.24	-0.47	x
26	O=C(CSc1nnc(-c2ccco2)n1Cc1ccccc1)c1ccc(F)cc1	-0.15	-1.65	-3.9
27	Cc1cccc(C(=O)NNC(=O)c2ccccc2)c1	0.46	0.65	13.7
28	CCN(CC)S(=O)(=O)c1cc(NS(=O)(=O)c2cc(Cl)ccc2Cl)ccc1C	-1.35	-1.06	33.3
29	Cc1cc(C)nc(SCC(=O)Nc2ccccc2[N+](=O)[O-])n1	-0.91	-0.54	x
30	CCN(CC(=O)NC(C)C)C(=O)CCNC(=O)c1ccc(Cl)cc1	1.23	1.11	x

Entries by screen from the list:
sdo1 growth, nos. 25 to 30: -0.47, -1.65, 0.65, -1.06, -0.54, 1.11

(next part)
no.	molecule	sdo1 growth Rescue 24 h	sdo1 growth	INS promoter inh
31	CCOC(=O)Cc1csc(N/C(=N/S(=O)(=O)c2ccc(F)cc2F)c2ccccc2)n1	-0.96	0.33	x
32	CCOC(=O)CSc1nc(C)cc(C)c1C#N	2.56	1.07	i
33	CCN1C(=O)/C(=C2/SC(C)=C(C)N2CC)SC1=S	0.05	-0.29	x
34	O=C(/C=C/c1ccccc1)NC(=S)Nc1ccc(N2CCOCC2)cc1	1.62	0.03	-13.3
35	Cc1nc(C(=O)O)nn1-c1cc(Cl)ccc1Cl	x	x	-29.4
36	Cc1ccc(S(=O)(=O)N(CC(=O)NCc2ccco2)Cc2ccccc2F)cc1	0.02	-0.92	-46.0
37	NS(=O)(=O)c1ccc(CCNC(=O)NC2(C(F)(F)F)Oc3ccccc3O2)cc1	0.61	0.69	-7.9
38	NC(=NCCc1c[nH]c2ccccc12)NS(=O)(=O)c1ccc2ccccc2c1	-0.41	-0.14	0.0
39	Cc1ccc(-c2nn(-c3ccccc3)cc2CN(Cc2ccccc2)C(=O)CCC(=O)O)o1	1.28	1.03	0.0
40	C/C(=N\NC(=S)NC(C)C)c1ccccc1OC(F)F	x	x	-100.0
41	Cc1ccccc1-c1nc(C#N)c(NCc2ccco2)o1	x	x	-4.8
42	CCN(CC)S(=O)(=O)c1ccc(NC(=O)C(OC)c2ccccc2)cc1 (configuration not stated)	1.35	0.86	60.5
43	CN(C(=O)Nc1ccc(S(=O)(=O)N(C)C)cc1)C1CCCCC1	-0.6	0.77	-13.3
44	Cc1cccc(NC(=O)c2ccccc2NC(=O)C(C)(C)C)n1	0.27	0.41	-15.2
45	O=C(Cc1ccccc1)Nc1ccccc1N1CCOCC1	0.85	0.92	22.9
46	CC(=O)N1CCN(CC(O)COc2ccc(OCc3ccccc3)cc2)CC1 (configuration not stated)	1.44	0.38	-5.0
47	FC(F)(F)C1=CC(c2ccc(Cl)cc2)=NCCN1	-0.16	0.32	-18.9
48	COCCCn1c2nc3ccccc3nc2c2c(=O)n(Cc3ccc(Cl)cc3)cnc21	-0.32	-0.09	9.1
49	COc1ccc(-c2csc3ncnc(Oc4cccc5ccc(C)nc45)c23)cc1	-0.43	-0.92	x
50	COC(=O)c1ccc(CSc2nnc(-c3ccncc3)o2)o1	-2.33	-2.14	20.9
51	COc1ccc(-c2nc(C)c(C(C)=O)n2O)cc1[N+](=O)[O-]	x	x	0.0
52	Cc1ccc2nc(C3CCN(CC(=O)Nc4ccc5c(c4)OCCO5)CC3)[nH]c2c1	1.74	1.6	x
53	CCCS(=O)(=O)N1CCC(C(=O)NCCCOCC)CC1	-0.29	-0.23	x
54	O=C(O)c1ccc2c(c1)CC(c1ccccc1)OC2=O (configuration not stated)	-0.05	-0.29[15.4 µM]	-33.3
55	CCOC(=O)C1=C(c2ccccc2)N(C)C(=O)NC1c1ccc(O)c(OC)c1 (configuration not stated)	0.71	0.78	x
56	O=C(COC(=O)C1CCCN1C(=O)c1cccs1)c1ccccc1 (configuration not stated)	-1.32	-0.48	x
57	Cc1nc(-c2coc3cc(C)c(N=O)c(O)c3/c2=N\N)cs1	x	x	-100.0
58	CCOC(=O)C1=C(C)NC(C)=C(C(=O)OCC)C1c1ccc(O)cc1	-0.37	-0.07	-14.3
59	C/C(=N\NC(=O)CSc1nc(C)cc(C)n1)c1ccc2c(c1)OCCO2	x	x	-33.3
60	O=C(NCCN1CCOCC1)c1cc(Cl)ccc1[N+](=O)[O-]	0.45	0.48	x
61	Cn1nc(C(F)(F)F)c(C#N)c1N1CCN(c2ccccc2)CC1	-0.74	-2.31	13.8
62	Cc1nc2ccccc2c(=O)n1/N=C/c1ccncc1	0.77	1.24	-32.4
63	FC(F)(F)c1ccc(NC(=S)NCc2ccccc2)cc1	x	x	33.3
64	CCNC(=O)/C(C#N)=C/c1c(N(Cc2ccccc2)Cc2ccccc2)nc2ccccn2c1=O	0.28	0.13	-39.7
65	COc1ccc2nc(SCc3ccccc3C)nc(C)c2c1	0.7	0.1	x
66	CC(C)CC(c1nnnn1C(C)(C)C)N1CCN(Cc2ccccc2)CC1 (configuration not stated)	x	x	-7.1
67	O=C(CSCc1ccc(Cl)cc1)Nc1cccc(C(=O)Nc2ccccc2C(=O)O)c1	0.29	1.12	u
68	CC1=[N+]([O-])C(N2CCOCC2)C(O)(c2ccccc2)C1 (configuration not stated)	0.32	0.39	-15.6
69	Cc1ccc(CNC(=O)CCOc2ccc(C(C)(C)C)cc2)cc1	-1.07	-0.85	22.0
70	Cc1ccc(C(=O)N/N=C\c2ccccc2[N+](=O)[O-])cn1	x	x	-30.0
71	COC(=O)C(Cc1cnc[nH]1)NC(=O)C1CCC(=O)N1 (configuration not stated)	0.54	0.56	x
72	O=C(COC(=O)c1cccnc1Cl)Nc1cccc(S(=O)(=O)N2CCCCC2)c1	x	x	-11.8
73	COc1cc(/C=C/C(=O)NC(C)CCc2ccccc2)cc(OC)c1OC (configuration not stated)	-0.32	-0.48	53.9
74	COc1ccccc1OCC(=O)N(Cc1nc(-c2ccc(Cl)cc2)no1)C(C)C	1.01	-0.12	x
75	O=[N+]([O-])C1=CC=C2C(=NC3(CCCCC3)N2O)C1=NCCO	-0.42	-0.17	x
76	N#Cc1ccc(-c2ccc(F)cc2)nc1Oc1ccc(Cl)c(Cl)c1	-0.02	-0.54	x
77	CC(C)NS(=O)(=O)c1ccc(OCC(=O)Nc2ccc3c(c2)OCCO3)cc1	-0.16	0.08	37.5
78	CCCCNS(=O)(=O)c1ccc(S(=O)(=O)n2cnc3ccccc32)cc1	0.84	1.02	25.0
79	CCc1ccc2[nH]cc(C(=O)OCCOC)c(=O)c2c1	-0.08	0.07	-14.8
80	O=S(=O)(c1ccc(OCC(O)CN2CCc3ccccc3C2)cc1)N1CCOCC1 (configuration not stated)	0.98	1.38	23.7

Full records, quoted from the list. Screens in order: sdo1 growth Rescue 24 h, sdo1 growth, INS promoter inh
CN(C)C(CN1C(=O)C2CC=CCC2C1=O)c1cn(C)c2ccccc12 (configuration not stated) is listed as -0.31, 0.17, 33.3
Cn1nc(C(F)(F)F)c(C#N)c1N1CCN(c2ccccc2)CC1 is listed as -0.74, -2.31, 13.8
COc1cc(/C=C/C(=O)NC(C)CCc2ccccc2)cc(OC)c1OC (configuration not stated) is listed as -0.32, -0.48, 53.9
COC(=O)c1ccc(CSc2nnc(-c3ccncc3)o2)o1 is listed as -2.33, -2.14, 20.9
CN(C(=O)Nc1ccc(S(=O)(=O)N(C)C)cc1)C1CCCCC1 is listed as -0.6, 0.77, -13.3

(further entries)
no.	molecule	sdo1 growth Rescue 24 h	sdo1 growth	INS promoter inh
81	CCOC(=O)c1oc2ccccc2c1NC(=O)c1cccc(OC)c1OC	3.2	-0.23	-120.0
82	COc1ccc(N(CC(=O)NC2CCCC2)S(=O)(=O)c2c(C)[nH]c(=O)[nH]c2=O)cc1	-0.17	0.43	x
83	COCCSc1ccccc1C(=O)NCc1ccc2c(c1)OCO2	0.53	0.61	13.5
84	COc1ccc(-c2noc(CCCC(=O)NCCc3ccccc3)n2)cc1OC	-0.97	-0.69	36.4
85	C=C(C)Cn1c(CCNC(=O)CC)nc2ccccc21	0.04	-0.16	29.7
86	Cc1sc(NC(=O)CSc2nnc(COc3ccccc3)n2C)c(C#N)c1C	0.38	-0.31	-117.2
87	COC(=O)c1ccc(NC(=O)c2ccccc2N(C)S(=O)(=O)c2ccccc2)cc1	-1.18	-1.03	-18.6
88	O=C(NCC1CCCO1)C(c1cccnc1)N(C(=O)Cc1cccs1)c1cccnc1 (configuration not stated)	-0.49	0.16	x
